M5 antag = human M5 muscarinic receptor antagonists, primary screen, CHO cells, Fluo-8 calcium fluorescence | Muscarinic acetylcholine receptor M5 (Homo sapiens), P08912 | CHO-hM5 cells, ACh EC80 | inhibition, % at 3 µM | 360,000 tested, 0.59% active | AID 624040, 2012;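 active = inhibition above a per-plate cutoff, the mean of that plate's test compounds plus 3 SD, cut at about 27% in these data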;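 note: 0% = acetylcholine EC80 with DMSO and 100% = DMSO without agonist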
CRFBP-R2 agonist = agonists of CRF-BP/CRF-R2 complex, primary screen, cell-based, HEK293, calcium dye fluorescence, uHTS; CRF-binding protein / CRF receptor 2 complex (human); calcium dye fluorescence (FLIPR); percent of saturating CRF peptide response; activation, % at 13.2 µM; 350,000 tested, 0.46% active; AID 588473, 2011;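 active = activation of at least 50%, plus an integration ratio under a set limit after plate pattern correction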;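 note: plate controls were neutral control wells without compound for no effect and CRF at EC100 for full effect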
M1 PAM parental = nonselective calcium activators in parental CHO-K1 cells, primary screen, counter-screen for M1 PAM project, cell-based, Fluo-8 calcium fluorescence, full deck, 1536-well; ATP EC20; 0% at ATP EC20, 100% at ATP max; activation, % at 3 µM; 360,000 tested, 0.02% active;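 active = activation above the run cutoff, the mean activation of all test compounds plus 3 SD, cut at about 40% in these data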;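 note: peak over basal fluorescence ratio in a 140 s read after ATP addition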
CHRM5 agonist = human M5 muscarinic receptor agonists, primary screen, CHO-K1 cells, Fluo-8 calcium fluorescence; Muscarinic acetylcholine receptor M5 (Homo sapiens), P08912; CHO-K1 hM5 cells; 0% DMSO wells, 100% maximal acetylcholine response; activation, % at 3 µM; 360,000 tested, 0.19% active; AID 624037, 2012;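 active = activation above the run's mean over test compounds plus 3 SD, cut at about 23% in these data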;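 note: signal is peak over basal fluorescence ratio across the kinetic read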
CHRM5 PAM = human M5 muscarinic receptor positive allosteric modulators, primary screen, CHO-K1 cells, Fluo-8 calcium fluorescence; Muscarinic acetylcholine receptor M5 (Homo sapiens), P08912; 360,000 tested, 0.3% active; CHO-K1 hM5, ACh EC20 PAM; 0% = ACh EC20, 100% = ACh EC100; activation, % at 3 µM;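 active = activation above the run cutoff, the mean activation of all test compounds plus 3 SD, cut at about 18% in these data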
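System: CHO-K1 hM5 cells. Reagent: acetylcholine, EC20 level. Compound dosing: single dose, 3 µM nominal final test concentration. Timing: Post-acetylcholine fluorescence recording 140 s. Detection: Fluo-8 calcium fluorescence. Read-out: % activation, ACh-normalized. Benchmarks: ACh EC20 and EC100 wells. Repeats: singlicate, one well per test compound.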
CRFR2-BP antag = antagonists of CRF-BP/CRF-R2 complex, primary screen, cell-based, HEK293, calcium dye fluorescence, uHTS. CRF-induced calcium fluorescence. inhibition, % at 11.8 µM. 350,000 tested, 0.59% active. AID 588475, 2011;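 active = inhibition of the ligand-induced calcium signal above about 50% at the single tested concentration, limit read from the data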
CHRM4 PAM = human M4 muscarinic receptor positive allosteric modulators, primary screen, CHO-K1 cells, Fluo-8 calcium fluorescence. CHO-K1 hM4/Gqi5, ACh EC20; 0% = ACh EC20, 100% = maximal ACh. activation, % at 3 µM. 360,000 tested, 0.4% active;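 active = activation above its plate's cutoff, the mean activation of sample wells plus 3 SD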; note: some results filed as inactive read as strong as hits
Target sequence (P08173 whole entry, looked up): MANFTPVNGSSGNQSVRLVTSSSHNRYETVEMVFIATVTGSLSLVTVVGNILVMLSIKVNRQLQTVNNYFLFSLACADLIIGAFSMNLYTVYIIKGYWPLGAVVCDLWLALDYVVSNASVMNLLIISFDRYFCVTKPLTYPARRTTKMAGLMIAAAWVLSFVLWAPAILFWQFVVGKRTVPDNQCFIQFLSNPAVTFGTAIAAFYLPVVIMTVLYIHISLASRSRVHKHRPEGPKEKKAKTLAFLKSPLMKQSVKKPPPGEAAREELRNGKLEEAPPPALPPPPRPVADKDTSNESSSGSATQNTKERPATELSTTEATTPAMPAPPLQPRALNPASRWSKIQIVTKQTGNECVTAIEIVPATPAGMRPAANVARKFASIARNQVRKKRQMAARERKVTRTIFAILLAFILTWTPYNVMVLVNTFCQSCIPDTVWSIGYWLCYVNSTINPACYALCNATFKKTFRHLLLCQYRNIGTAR
TAAR1 agonist = human TAAR1 agonists, primary screen, Fluo-8 calcium fluorescence, CHO RD-HGA16 cells; activation, % at 3 µM; Trace amine-associated receptor 1 (Homo sapiens), Q96RJ0; vehicle wells 0%, saturating PEA agonist 100%; 360,000 tested, 0.99% active;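 active = activation above the mean activation of all test compounds in the run plus 3 SD, cut at about 38% in these data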
Target sequence (Q96RJ0 whole entry, looked up): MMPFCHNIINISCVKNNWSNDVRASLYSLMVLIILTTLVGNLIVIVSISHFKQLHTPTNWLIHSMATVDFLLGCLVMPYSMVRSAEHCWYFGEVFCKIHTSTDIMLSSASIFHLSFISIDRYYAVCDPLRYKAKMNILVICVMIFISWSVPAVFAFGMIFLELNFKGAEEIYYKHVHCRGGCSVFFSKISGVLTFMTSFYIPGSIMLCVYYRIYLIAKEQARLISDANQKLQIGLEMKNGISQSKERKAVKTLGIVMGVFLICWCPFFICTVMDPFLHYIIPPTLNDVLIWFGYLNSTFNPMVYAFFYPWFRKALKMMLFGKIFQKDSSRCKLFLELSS
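Assay system – CHO-derived RD-HGA16 cells with stable Gα16 and human TAAR1 · Compound dosing – one-point dosing at 3 µM (nominal) · Incubation – 17-24 h seeding, 75 min 37 °C dye, 30 min RT · Measured by – kinetic Fluo-8 calcium fluorescence · Control set – DMSO vehicle as 0%, PEA at EC100 as 100% · Repeats – single well for each compound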
TAAR1 antag = human TAAR1 antagonists, primary screen, Fluo-8 calcium fluorescence, CHO RD-HGA16 cells | inhibition, % at 3 µM | Trace amine-associated receptor 1 (Homo sapiens), Q96RJ0 | 360,000 tested, 1.5% active | antagonist;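 active = inhibition above a per-plate cutoff, the mean inhibition of test compounds on that plate plus 3 SD, cut at about 49% in these data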;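 note: 0% = DMSO plus EC80 beta-PEA response and 100% = DMSO alone without agonist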
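Material: CHO RD-HGA16 cells bearing hTAAR1; compound dosing: one-point dosing, 3 µM nominal final; schedule: dye loading 75 min at 37 °C, then 30 min room temperature; measured by: calcium fluorescence with Fluo-8; control set: vehicle and agonist controls; replication: n of 1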
Active calls of the source: *; . = no result given. Rows were taken by chance. About 4.2% of those tested had a hit in this group.

cpd	SMILES	M5 antag	CRFBP-R2 agonist	M1 PAM parental	CHRM5 agonist	CHRM5 PAM
1	COCCN(CCOC)C(=O)CC(=O)N(CCOC)CCOC	3	1.9	13	1	0
2	O=C(CCNC(=O)c1ccc([N+](=O)[O-])cc1)Nc1cccc(S(=O)(=O)N2CCCCCC2)c1	9	1.8	-4	3	6
3	O=C(Nc1cc(-c2ccccc2)nn1C1CCCCC1)c1ccc(Cl)cc1	14	1.0	-11	-9	-38
4	Cc1cc(C)n2nc(C)c(-c3ccc(Cl)cc3)c2n1	8	-0.3	-25	-3	-3
5	COc1ccc(OCCN2C(=O)c3ccccc3C2=O)c([N+](=O)[O-])c1	-3	-0.2	-24	0	1
6	Cc1ccc(COc2coc(CN3CCN(C(=O)c4ccco4)CC3)cc2=O)cc1	5	0.3	21	0	3
7	COCCn1c(SCC(=O)NCCc2ccccc2)nc2c([nH]c3ccccc32)c1=O	0	0.3	9	-2	-1
8	Cn1nc(C(=O)N2CCN(c3cccc(Cl)c3)CC2)c2c1-c1ccccc1S(=O)(=O)C2	8	-0.8	-1	1	-8
9	CC(C)CN(Cc1cc(=O)oc2cc3c(cc12)CCCC3)CC(C)C	-4	-2.5	24	1	7
10	O=C(O)Cc1sc(-c2ccccc2)nc1-c1cccs1	1	-1.1	14	-2	3
11	O=C(CSc1ncccc1-c1nc2ccccc2[nH]1)NCc1ccco1	1	1.8	13	-2	-1
12	CNc1nc(-c2ccc3c(c2)CCN3C(=O)c2ccccc2C)cs1	5	-0.8	15	2	2
13	CCOc1ccc(S(=O)(=O)N/N=C2/CC(c3ccccc3)Oc3ccccc32)cc1 (stereo unspecified)	4	0.8	-5	1	-5
14	COc1cccc(C(=O)COc2ccccc2-c2ccccc2)c1	2	1.4	14	-4	-10
15	COC(=O)c1c(N(S(C)(=O)=O)S(C)(=O)=O)sc2c1CCN(c1ncc(C(F)(F)F)cc1Cl)C2	4	2.3	-1	3	4

cpd	CRFR2-BP antag	CHRM4 PAM	TAAR1 agonist	TAAR1 antag
1	10	-1	6	-4
2	-1	-1	1	-20
3	2	-17	2	38
4	8	6	1	-20
5	10	0	2	-6
6	5	13	3	-20
7	14	-2	.	.
8	9	-6	11	42
9	-14	-6	2	-21
10	-4	-1	0	-10
11	-5	20	12	-9
12	-10	0	0	0
13	-5	-6	14	28
14	25	-6	2	8
15	0	-4	4	-4

Part of the list above, reduced to M5 antag.
No. | SMILES | M5 antag
1 | COCCN(CCOC)C(=O)CC(=O)N(CCOC)CCOC | 3
2 | O=C(CCNC(=O)c1ccc([N+](=O)[O-])cc1)Nc1cccc(S(=O)(=O)N2CCCCCC2)c1 | 9

Three of the compounds above, as a markdown table.
| cpd | smiles | M5 antag | CRFBP-R2 agonist | M1 PAM parental | CHRM5 agonist | CHRM5 PAM | CRFR2-BP antag | CHRM4 PAM | TAAR1 agonist | TAAR1 antag |
| --- | --- | --- | --- | --- | --- | --- | --- | --- | --- | --- |
| 10 | O=C(O)Cc1sc(-c2ccccc2)nc1-c1cccs1 | 1 | -1.1 | 14 | -2 | 3 | -4 | -1 | 0 | -10 |
| 11 | O=C(CSc1ncccc1-c1nc2ccccc2[nH]1)NCc1ccco1 | 1 | 1.8 | 13 | -2 | -1 | -5 | 20 | 12 | -9 |
| 12 | CNc1nc(-c2ccc3c(c2)CCN3C(=O)c2ccccc2C)cs1 | 5 | -0.8 | 15 | 2 | 2 | -10 | 0 | 0 | 0 |

(continued)
cpd	SMILES	M5 antag	CRFBP-R2 agonist	M1 PAM parental	CHRM5 agonist	CHRM5 PAM
16	CCCCN(CC)S(=O)(=O)c1ccc2c(c1)n(C)c(=O)c(=O)n2C	-8	0.3	18	0	10
17	O=C(/C=C/NNC(=O)c1ccc(Br)cc1)c1ccccc1	-1	0.5	18	-2	-1
18	CC1CCCCC12NC(=O)N(CC(=O)OCC(=O)NCc1ccc(F)cc1)C2=O (stereo unspecified)	3	-0.3	-4	1	-3
19	CN1/C(=C\C(=O)COC(=O)c2ccccc2O)C(C)(C)c2ccccc21	7	3.8	5	-6	-16
20	Cc1ccnc(NC(=O)c2cccc(S(=O)(=O)N3CCCC3)c2)c1	-10	-0.6	6	-2	0
21	COc1cc(NC(=O)CN2C(=O)c3ccccc3Sc3ccc(C(=O)N4CCOCC4)cc32)cc(OC)c1OC	-1	-0.2	8	1	1
22	COC(=O)c1cn(-c2nc(C)c3c(n2)CCC3)nn1	14	-0.7	11	1	-2
23	Cc1cc(C)cc(NC(=O)CSc2nc3nc(C)cc(C)c3c(=O)[nH]2)c1	15	-0.4	8	-2	4
24	Cc1ccc(N(CC(=O)NC2CCCCC2)C(=O)CNC(=O)c2ccco2)cc1F	6	-0.3	-18	2	0
25	Cc1cc(C)c(S(=O)(=O)N(C)CC(=O)NCCCn2ccnc2)c(C)c1	12	-1.2	-19	-4	-2
26	COc1ccc(C(=O)OCC(=O)N2c3ccccc3CC2C)cc1S(=O)(=O)N1CCOCC1 (stereo unspecified)	-3	0.1	24	0	0
27	CCOC(=O)C1C(=O)NC(N2CCN(Cc3ccccc3)CC2)=NC1c1ccccc1 (stereo unspecified)	4	0.7	19	-4	-5
28	COCCCn1c(C)nnc1SCc1ccc(C(C)(C)C)cc1	9	0.6	-7	1	4
29	Cc1ccccc1-c1nn(-c2ccc(F)cc2F)cc1CNCCN(C)C	-4	-1.0	-7	-5	3
30	CNc1nc(Oc2ccc(C(=O)OC)cc2)nc(SC)n1	-4	-0.2	2	2	0

cpd	CRFR2-BP antag	CHRM4 PAM	TAAR1 agonist	TAAR1 antag
16	-2	-1	1	-7
17	-18	0	15	20
18	-7	18	0	-20
19	-13	-21	2	43
20	73*	3	1	-23
21	-2	-2	1	-22
22	3	-1	1	-8
23	-3	-1	21	-26
24	-5	-3	14	-1
25	5	0	0	-8
26	-7	4	3	-8
27	13	-7	21	7
28	14	11	0	-24
29	-12	-2	1	-27
30	-5	-3	6	3

The final 3 records of the part above are carried over, then new ones follow:
cpd	SMILES	M5 antag	CRFBP-R2 agonist	M1 PAM parental	CHRM5 agonist	CHRM5 PAM
28	COCCCn1c(C)nnc1SCc1ccc(C(C)(C)C)cc1	9	0.6	-7	1	4
29	Cc1ccccc1-c1nn(-c2ccc(F)cc2F)cc1CNCCN(C)C	-4	-1.0	-7	-5	3
30	CNc1nc(Oc2ccc(C(=O)OC)cc2)nc(SC)n1	-4	-0.2	2	2	0
31	COC(=O)c1sccc1NC(=S)Nc1ccccc1	3	5.0	-2	0	-1
32	Cn1ccsc1=NC(=O)c1cccc(C#N)c1	12	0.0	14	-2	-3
33	CS(=O)(=O)N(CCc1ccccc1)CC(=O)N1CCc2ccccc2C1	-3	-0.2	19	-4	0
34	O=C1c2ccc([N+](=O)[O-])cc2C(=O)N1c1c[nH]c(=O)[nH]c1=O	14	-0.4	13	0	-4
35	CC(C)N(CC#CC(O)(c1ccccc1)c1ccccc1)C(C)C	96*	-0.3	7	-21	-32
36	CCc1ccc(Nc2nnc(SCC(=O)NCCN3C(=O)CSC3=O)s2)cc1	-6	-0.7	11	-5	4
37	O=C(CNC(=O)OCc1ccccc1)NCC(=O)N1CCCC1C(=O)OCc1ccccc1 (stereo unspecified)	0	-0.6	2	-3	-3
38	CC(=O)N1c2ccc(S(=O)(=O)N3c4ccccc4CC3C)cc2CC1C (stereo unspecified)	6	-0.4	-2	-5	-3
39	CCCCCn1nc(C)c2c(C)cc(=O)[nH]c21	3	0.3	14	-1	-2
40	COc1ccc(/C=C/C(=O)NCC2COc3ccccc3O2)cc1OC (stereo unspecified)	-6	-1.4	0	0	5
41	Cn1nnc(NC(=S)NC(=O)Cc2ccccc2)n1	0	-1.1	23	1	3
42	COc1ccc(-c2c(C)nn3c(NC4CCCC4)cc(C)nc23)cc1OC	2	-0.2	16	3	3
43	CCCCS(=O)(=O)Nc1ccc2ncn(C)c(=O)c2c1	-1	-0.7	14	1	3
44	COC(=O)[C@]12CCCCC=C1N(Cc1ccc(Cl)cc1Cl)C(=O)[C@H](CC(=O)NCCc1ccccc1OC)C2	6	.	3	-1	-3
45	Cc1ccc2nc(SCC3CCCCO3)[nH]c2c1 (stereo unspecified)	2	0.8	20	-3	6

cpd	CRFR2-BP antag	CHRM4 PAM	TAAR1 agonist	TAAR1 antag
28	14	11	0	-24
29	-12	-2	1	-27
30	-5	-3	6	3
31	-14	-4	4	1
32	10	-1	2	-3
33	3	1	21	-6
34	-30	2	9	-11
35	-4	-59	16	9
36	-4	-4	5	-2
37	-10	0	2	-13
38	10	-6	4	-14
39	-4	9	-1	-1
40	8	0	3	-13
41	-3	-3	13	-1
42	1	9	18	-23
43	10	6	6	-9
44	.	-4	29	5
45	-19	-7	-1	-9

More entries.
cpd	SMILES	M5 antag	CRFBP-R2 agonist	M1 PAM parental	CHRM5 agonist	CHRM5 PAM
46	CN(C)C(=O)c1cn(-c2ccccc2)c(=O)c2ccccc12	3	4.3	23	1	2
47	CNC(=O)[C@H](C)[C@@H]1C[C@@]1(C)[C@@H](NC(=O)OCc1ccccc1)c1ccccc1	9	0.8	17	-1	-2
48	Cc1oc(CN2CCOCC2)cc1C(=O)O	-4	-0.5	11	-1	-2
49	Cc1ccc2nc(/C(C#N)=C\c3cc(O)ccc3[N+](=O)[O-])[nH]c2c1	-10	6.9	-1	0	2
50	CCc1ccc(N(C(=O)c2csnn2)C(C(=O)NC2CCCCC2)c2ccncc2)cc1 (stereo unspecified)	9	0.7	2	-1	2
51	C[C@H]1CN([C@@H](C)CO)C(=O)c2cccc(NC(=O)c3ccncc3)c2O[C@H]1CN(C)C(=O)Nc1ccccc1	1	1.6	16	7	8
52	CCC(CO)Oc1cc(NC(=O)c2ccccc2)c2ncn(C(C)C)c2c1 (stereo unspecified)	15	-3.0	4	0	-9
53	O=C(/C=C/c1ccco1)Nc1ccccc1N1CCOCC1	4	2.9	12	0	-5

cpd	CRFR2-BP antag	CHRM4 PAM	TAAR1 agonist	TAAR1 antag
46	7	9	5	6
47	18	5	9	-2
48	-3	2	8	-4
49	1	0	-1	9
50	-6	6	-1	8
51	-10	13	16	20
52	-5	-2	8	30
53	-16	6	4	1

Source: PubChem
